# Screens as filed in PubChem BioAssay.
# TrxR1 substrate – is turned over as a substrate by rat TrxR1. Potency, µM (series often up to 114 µM), inactives show at the top dose activity change, negative = substrate turnover. O89049. 0.01% of 390,000 active. AID 588456. purified TrxR1 substrate turnover, NADPH consumption readout; further: potency means the concentration at half of the fitted maximal effect; on the % scale 0 is the no-effect control and ±100 the full control effect; nearly all actives have a fitted effect of over 50% in size
#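 Rat TrxR1, dispensed at 90 nM, was prereduced with 400 uM NADPH (final) for 5 min at ~22 deg C, then incubated with compound 15 min before 400 uM selenite. A first-read NADPH fluorescence drop versus no-compound background flagged substrates.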
# Vif-A3G inh – inhibitors of Vif-APOBEC3G interaction | HeLa A3G-eYFP + Vif (tagged APOBEC3G with the HIV-1 protein that degrades it), YFP fluorescence, overnight | Potency, µM (titrated, usually from 46.1 µM), for inactives: top-dose activity, negative = active, most hits filed as inhibitors | 0.076% of 410,000 active | AID 602310;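 further: potency means the concentration at half of the fitted maximal effect; on the % scale 0 is the no-effect control and ±100 the full control effect; nearly all actives have a fitted effect of over 60% in size; hits raise eYFP signal because A3G escapes Vif-driven loss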
#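 Read-out is eYFP fluorescence (Ex 488/Em 500-530) from Vif-expressing HeLa A3G-eYFP cells; more signal means A3G escaped Vif-mediated degradation. Cells plated overnight, compound pinned in, incubated overnight at 37 deg C.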
# LDHA block – inhibitors of human lactate dehydrogenase A; activity change, % (values are at about 110 or 230 µM); AID 1347041; purified LDHA, NADH/diaphorase-resazurin fluorescence; active compounds read low; 0.15% of 480,000 active; in the data active means activity change below about -30%; inconclusive means mostly about -25% to -30%;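 further: plate controls were DMSO wells for no effect and wells without enzyme for full effect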
#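 Human LDH5 (2 nM) was incubated with 0.06 mM NADH and 0.2 mM pyruvate for 5 min at room temperature in Tris pH 7.4. Remaining NADH was coupled through diaphorase/resazurin, and resorufin fluorescence was read at 0 and 20 min.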
# GRP78 ERSR act – ER stress response induction in glioma; U87-MG GRP78 promoter luciferase reporter, 16 h; Potency, µM, without a hit: at the highest dose activation, hits mostly activators; 0.02% of 420,000 active; further: potency means the concentration at half of the fitted maximal effect; series mostly up to about 76 µM; % of control where 0% means no effect; nearly all actives have a fitted effect of over 35% in size
#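 Stably transfected U87-MG human glioma cells carrying a GRP78-based luminescent sensor were seeded at 1000 cells/well, pin-dosed with compounds and incubated 16 h. Luciferase reagent was then added, and end-point luminescence was read after 10 min at room temperature.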
# RGS4 inhibitor – blocks human RGS4-accelerated GTP hydrolysis; P49798; 0.039% of 390,000 active; Potency, µM (highest dose often 114 µM), for inactives: top-dose activity change, negative = inhibition, most hits filed as inhibitors; Transcreener GDP fluorescence polarization, RGS4-accelerated GTP hydrolysis; further: potency means the concentration at half of the fitted maximal effect; on the % scale 0 is the no-effect control and ±100 the full control effect; nearly all actives have a fitted effect of over 75% in size; some results filed as inactive show a strong effect at the top dose
# Target sequence (P49798 whole entry, looked up): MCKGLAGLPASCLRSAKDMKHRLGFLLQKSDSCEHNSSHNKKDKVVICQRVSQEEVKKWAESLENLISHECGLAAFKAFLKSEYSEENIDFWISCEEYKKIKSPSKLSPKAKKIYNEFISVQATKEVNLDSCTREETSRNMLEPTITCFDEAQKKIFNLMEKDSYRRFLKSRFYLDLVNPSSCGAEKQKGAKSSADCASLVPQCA
#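 MLSMR compounds (23 nl, pin-transferred) preincubated 10 min at room temperature with a 500nM (2x) first reagent, then RGS4 at 900nM (2x) plus Transcreener GDP mix added; fluorescence polarization (620/688 nm) read before and after 90 min at 30 °C.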
# IDH1 R132H inh – inhibitors of human mutant IDH1 R132H; Potency, µM (series often up to 76.6 µM), for the others: at the top dose activity change, negative = inhibition, actives largely listed as inhibitors; IDH1-R132H enzyme, NADPH consumption, diaphorase/resazurin fluorescence; O75874; 0.093% of 390,000 active; further: potency means the concentration at half of the fitted maximal effect; on the % scale 0 is the no-effect control and ±100 the full control effect; nearly all actives have a fitted effect of over 65% in size
#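 IDH1-R132H (0.5 ug/mL dispensed) in pH 7.5 Tris buffer was preincubated 30 min with compound, then given a substrate mix of 0.016 mM NADPH and 2 mM alpha-KG for 80 min at room temperature; remaining NADPH was read by diaphorase/resazurin fluorescence.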
# USP1 inh – USP1/UAF1 (human) deubiquitinase inhibition. O94782. recombinant USP1/UAF1, Ub-Rhodamine cleavage fluorescence. Potency, µM (highest dose often 57.1 µM), inactives show at the top dose activity change, negative = inhibition, actives largely listed as inhibitors. 0.23% of 390,000 active; further: potency means the concentration at half of the fitted maximal effect; on the % scale 0 is the no-effect control and ±100 the full control effect; nearly all actives have a fitted effect of over 60% in size; inactives centre near -12
# Target sequence (O94782 whole entry, looked up): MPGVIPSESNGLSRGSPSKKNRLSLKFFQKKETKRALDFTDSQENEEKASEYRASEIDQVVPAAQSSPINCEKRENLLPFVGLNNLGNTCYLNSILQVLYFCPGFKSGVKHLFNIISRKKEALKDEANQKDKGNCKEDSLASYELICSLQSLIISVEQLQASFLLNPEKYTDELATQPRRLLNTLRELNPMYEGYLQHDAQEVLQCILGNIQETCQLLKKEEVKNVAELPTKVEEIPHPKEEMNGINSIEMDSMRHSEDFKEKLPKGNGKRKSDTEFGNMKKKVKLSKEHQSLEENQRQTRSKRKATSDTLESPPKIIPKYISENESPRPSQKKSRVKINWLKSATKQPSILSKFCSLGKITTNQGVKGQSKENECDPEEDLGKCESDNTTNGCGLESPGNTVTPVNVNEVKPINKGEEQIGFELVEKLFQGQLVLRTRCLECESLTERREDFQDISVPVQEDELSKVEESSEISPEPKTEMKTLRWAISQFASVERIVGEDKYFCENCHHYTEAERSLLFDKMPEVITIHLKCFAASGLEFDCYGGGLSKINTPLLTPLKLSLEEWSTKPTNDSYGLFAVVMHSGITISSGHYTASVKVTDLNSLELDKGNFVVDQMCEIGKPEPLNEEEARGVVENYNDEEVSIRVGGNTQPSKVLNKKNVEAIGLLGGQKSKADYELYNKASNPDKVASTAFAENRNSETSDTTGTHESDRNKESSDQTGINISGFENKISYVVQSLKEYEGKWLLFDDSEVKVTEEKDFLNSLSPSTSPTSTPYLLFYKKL
#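 Step one: compound is pinned into 1nM USP1/UAF1 in HEPES pH 7.8 buffer with TCEP. Step two: 15 min room-temperature incubation. Step three: Ub-Rho (150nM final) starts cleavage, tracked by fluorescence over six one-minute reads.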
# rTrxR1 inhibitor – blocks rat thioredoxin reductase 1 | O89049 | recombinant rTrxR1, NADPH fluorescence consumption, selenite substrate | Potency, µM (doses to about 114 µM), inactives show at the highest dose activity change, negative = inhibition, usual class: inhibitors | 1% of 390,000 active | AID 588453; further: potency means the concentration at half of the fitted maximal effect; on the % scale 0 is the no-effect control and ±100 the full control effect; nearly all actives have a fitted effect of over 65% in size
#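 Rat TrxR1 (90 nM in the dispensed reagent) was pre-reduced with 400 uM NADPH for 5 min at room temperature, then incubated with compound for 15 min. After 400 uM selenite was added, NADPH fluorescence (Ex 340/Em 450 nm) was followed for 8 min.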
# Vif-A3F inh – inhibitors of Vif-A3F interaction. HeLa A3F-eYFP + Vif (tagged APOBEC3F with the HIV-1 protein that degrades it), YFP fluorescence increase. Potency, µM (highest dose often 46.1 µM), without a hit: at the top dose activity, negative = active. AID 602313. 0.2% of 390,000 active; further: potency means the concentration at half of the fitted maximal effect; % of control where 0% means no effect; nearly all actives have a fitted effect of over 65% in size
#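 Fluorescence increase (Ex 488/Em 500-530) after overnight compound treatment at 37 deg C flags inhibition of Vif-driven A3F-eYFP loss in stable HeLa A3F-eYFP/Vif cells seeded overnight beforehand.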
# An asterisk follows results filed as active; ? = inconclusive; · = no result given; [ ] = remark or other dose. Unless noted, the call rests on the fitted dose curve; in most records, active means well fitted curve in the direction sought with a large enough effect; inconclusive means small, poorly fitted or top-dose-only effect, or another doubt; inactive means no such curve, though single readings can be large; an effect the other way counts as inactive or inconclusive.
SMILES,TrxR1 substrate,Vif-A3G inh,LDHA block,GRP78 ERSR act,RGS4 inhibitor,IDH1 R132H inh,USP1 inh,rTrxR1 inhibitor,Vif-A3F inh
CCOC(=O)NC(NCC(O)c1ccccc1)(C(F)(F)F)C(F)(F)F (stereo not drawn),-10%,-4%,-1,0%,26%,4%,-5%,-6%,-7%
Cc1c(-c2ccccc2)n[nH]c1C(=O)N=Nc1c(O)[nH]c2ccccc12,-4%,0%,0,?,-7%,25%,-25%,7%,-13%
CCOC(=O)CC1(C)NC(C(=O)O)C(C)(C)S1 (stereo not drawn),14%[57.1 µM],2%,-6,3%,-42%,-1%,-11%,5%[11.4 µM],3%
COc1ccc(-c2cnc(OC(C)(C)C)nc2OC(C)(C)C)cc1OC,3%,-6%,3,-1%,-14%,3%,?,14%,-18%
Cc1cc(C)cc(N2C(=O)CCN(Cc3ccccc3)C2=O)c1,8%[57.1 µM],0%,-6,-2%,2%,7%,10%,9%,4%
Cc1c(C(=O)Oc2cccc3cccnc23)oc2ccccc12,4%[57.1 µM],?,13,-14%,-4%,2%,-19%,19%[57.1 µM],?
COc1ccccc1Oc1nc(C)c(C(C)=O)cc1C#N,7%[11.4 µM],1%,0,-2%,6%,9%,-9%,10%[11.4 µM],-22%
CCC(C)NC(=O)COC(=O)c1cccnc1Nc1ccccc1F (stereo not drawn),0%,2%,-9,1%,-8%,-6%,-8%,11%,-16%
O=C(NNc1ncnc2c1cnn2-c1ccccc1)c1cccc(Cl)c1,4%[57.1 µM],-1%,3,-4%,-7%,8%,-29%,31%[57.1 µM],3%
COCCCNC(=O)CCSc1ccc(C)cc1,9%,0%,-5,-2%,7%,-4%,-2%,15%,10%
O=C(CSc1nnc(NC2CC2)s1)Nc1ccc(N2CCOCC2)cc1,-3%,1%,-13,-2%,16%,3%,-1%,19%,-6%
COc1ccnc(CS(=O)c2nc3cc(C(O)(F)F)ccc3[nH]2)c1OC (stereo not drawn),-3%[57.1 µM],7%,9,-2%,-43%,2%,-15%,30%[57.1 µM],-3%
CC(NC(=S)NC1CCCCC1)c1ccc(C(C)(C)C)cc1 (stereo not drawn),2%[57.1 µM],-4%,-9,-8%,9%,2%,-2%,8%[57.1 µM],?
c1cc2c(nn1)CCc1nonc1-2,-11%[57.1 µM],2%,0,-4%,-12%,8%,-15%,6%[57.1 µM],8%
O=C1c2cc(CO)cc(O)c2C(=O)c2c(O[C@@H]3OC(CO)[C@@H](O)[C@@H](O)[C@@H]3O)cccc21 (stereo partly drawn),3%,0%,5,-3%,5%,24%,-2%,17%,9%
CCOc1ccccc1N1CCN(S(=O)(=O)c2ccc(Cl)s2)CC1,4%,-2%,1,1%,-2%,1%,5%,-3%,-3%
COc1ccccc1CCNC(=O)C(=O)NCC1OCCN1S(=O)(=O)c1ccc2c(c1)OCCO2 (stereo not drawn),-6%,4%,3,4%,11%,-4%,-5%,16%,1%
N=c1c2c(-c3ccccc3)c(-c3ccccc3)n(Cc3ccco3)c2ncn1CCCN1CCOCC1,6%[57.1 µM],-13%,0,3%,2%,0%,-17%,16%[57.1 µM],-5%
O=C(COC(=O)c1ccccc1O)NCCC1=CCCCC1,-3%[57.1 µM],1%,-1,1%,-25%,5%,-9%,31%[57.1 µM],-12%
CCCNc1ncc2c(=O)[nH][nH]c(=O)c2n1,-13%,0%,11,-2%,-2%,-1%,0%,-3%,2%
CC(C)[C@H](N)C(=O)N1CCC(C(=O)N[C@@H](Cc2ccccc2)C(=O)NCc2ccc(F)cc2)CC1,12%,1%,-7,-5%,4%,3%,-12%,35%,1%
COc1ccc([C@H]2C[C@@H](n3cc(COC(=O)c4ccccc4)nn3)[C@H](O)CN2Cc2cccs2)cc1,·,2%,-1,-1%,·,-2%,-17%,·,-3%
COc1cc(-c2nc3ccc(Cl)cn3c2Nc2ccc3c(c2)OCCO3)ccc1O,20%,-11%,6,-5%,1%,-12%,-23%,-2%,1%
CN(C)c1ccc(/C=N/N(CCC#N)C2=NS(=O)(=O)c3ccccc32)cc1,-4%,-8%,4,-3%,-35%[56.9 µM],2%,-32%,1%,-43%
O=C(CSc1ccc(-c2ccco2)nn1)Nc1cccc(F)c1,6%,-6%,2,4%,?,8%,-15%,25µM*,3%
COc1ccc(NS(=O)(=O)NC(=O)c2cn(C)c3ccccc23)cc1,5%,2%,1,-10%,-8%,0%,-15%,49%[activator],-3%
CCOc1ccc2[nH]c(=O)c(CN(Cc3nnnn3CCc3ccccc3)CC3CCCO3)cc2c1 (stereo not drawn),10%[57.1 µM],-11%,-4,-6%,-4%,4%,-23%,20%[57.1 µM],2%
Cc1cc(C)c2cc(C(=O)N3CCC(N4CCCCC4)CC3)[nH]c2c1,-1%,-1%,0,-8%,15%,2%,-19%,17%,3%
Cc1cc(NC(=O)c2noc3c2CCCC3)n(-c2ccccc2)n1,-6%,3%,-8,-1%,11%,-6%,6%,15%,5%
COC(=O)C1=NN(c2ccccc2)C2(S1)SC(C(C)=O)=C(C)N2c1ccccc1 (stereo not drawn),-12%,-1%,1,5%,-23%,-9%,-13%,-4%,0%
O=C(OCc1cc(=O)n2nc(-c3cccs3)sc2n1)c1cccc(Cl)c1,-1%[57.1 µM],-2%,0,-2%,-21%,8%,-27%,7%[57.1 µM],4%
O=C(NCC(=O)N(c1ccccc1)C(C(=O)NCC1CCCO1)c1ccccc1)c1cccs1 (stereo not drawn),3%[57.1 µM],0%,-8,3%,19%,-1%,-9%,2%[57.1 µM],3%
O=C(CN1CCN(S(=O)(=O)c2cc(C(F)(F)F)ccc2Cl)CC1)N1CCc2ccccc2C1,-7%,4%,-5,-3%,11%,-1%,-12%,13%,3%
CCOC(=O)c1c(C)oc2ccc(NS(=O)(=O)c3cccs3)cc12,-3%[57.1 µM],?,-4,5%,17%,0%,-21%,-5%[57.1 µM],0%
Cc1cc2nc(-c3ccncc3)cc(C(F)(F)F)n2n1,0%[57.1 µM],3%,-6,-4%,15%,23%,4%,-1%[57.1 µM],-15%
CCOC(=O)c1ccc(N(C(=O)c2cnccn2)C(C(=O)NC2CCCCC2)c2cn(C)nc2C)cc1 (stereo not drawn),-6%,-5%,0,-3%,-1%,0%,-15%,-2%,-5%
Cn1c(C(=O)Nc2ccc3c(c2)OCCO3)cc2c(=O)n(C)c3ccccc3c21,13%,0%,-4,-4%,-26%,8%,-18%,32%[activator],3%
CC(=O)Nc1ccc(NC(=O)C(=O)N/N=C/c2cccnc2)cc1,5%,-2%,-2,-2%,3%,0%,-8%,17%,-8%
CCN(CC)C(=O)n1nc(C)c(CN2C(=O)c3ccccc3C2=O)c1C,0%,0%,-3,-4%,25%,1%,-10%,6%,0%
O=C(c1ccc(Cl)c([N+](=O)[O-])c1)N(Cc1ccc(F)cc1)C1CCS(=O)(=O)C1 (stereo not drawn),9%[57.1 µM],-2%,-10,-3%,-14%,1%,-18%,12%[57.1 µM],-4%
CCN(CC)CCCNC(=O)c1cc(Cl)c(NC(=O)C2=C(C)OCCS2)cc1OC,3%,-3%,-5,-2%,1%,11%,-16%,8%,-1%

# Filtered by structure: those above containing an aryl methoxy group
SMILES,TrxR1 substrate,Vif-A3G inh,LDHA block,GRP78 ERSR act,RGS4 inhibitor,IDH1 R132H inh,USP1 inh,rTrxR1 inhibitor,Vif-A3F inh
COc1ccc(-c2cnc(OC(C)(C)C)nc2OC(C)(C)C)cc1OC,3%,-6%,3,-1%,-14%,3%,?,14%,-18%
COc1ccccc1Oc1nc(C)c(C(C)=O)cc1C#N,7%[11.4 µM],1%,0,-2%,6%,9%,-9%,10%[11.4 µM],-22%
COc1ccnc(CS(=O)c2nc3cc(C(O)(F)F)ccc3[nH]2)c1OC (stereo not drawn),-3%[57.1 µM],7%,9,-2%,-43%,2%,-15%,30%[57.1 µM],-3%
COc1ccccc1CCNC(=O)C(=O)NCC1OCCN1S(=O)(=O)c1ccc2c(c1)OCCO2 (stereo not drawn),-6%,4%,3,4%,11%,-4%,-5%,16%,1%
COc1ccc([C@H]2C[C@@H](n3cc(COC(=O)c4ccccc4)nn3)[C@H](O)CN2Cc2cccs2)cc1,·,2%,-1,-1%,·,-2%,-17%,·,-3%
COc1cc(-c2nc3ccc(Cl)cn3c2Nc2ccc3c(c2)OCCO3)ccc1O,20%,-11%,6,-5%,1%,-12%,-23%,-2%,1%
COc1ccc(NS(=O)(=O)NC(=O)c2cn(C)c3ccccc23)cc1,5%,2%,1,-10%,-8%,0%,-15%,49%[activator],-3%
CCN(CC)CCCNC(=O)c1cc(Cl)c(NC(=O)C2=C(C)OCCS2)cc1OC,3%,-3%,-5,-2%,1%,11%,-16%,8%,-1%

# Not all compounds are listed. The share of hits here may be higher or lower than overall.
